# Screens (PubChem BioAssay)
# GAA glycogen – inhibitors or activators of human alpha-glucosidase glycogen cleavage | P10253 | recombinant GAA, glycogen substrate, Amplex Red glucose oxidase fluorescence | AID 2100 | actives 0.38% (n = 300,000) | Potency, µM (titrated, usually from 76.4 µM), for the others: at the top dose activity change, negative = inhibition, actives largely listed as inhibitors;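 further: potency means the concentration at half of the fitted maximal effect; 0% = full enzyme reaction and -100% = no-enzyme basal signal; the screen sought inhibitors and activators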
#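 Recombinant enzyme (4 nM final) with compounds titrated up to 77 uM and bovine liver glycogen (30 ug) in citrate pH 5.0, 0.01% Tween-20, 37 C 40 min. Released glucose detected by Amplex Red/glucose oxidase (Ex 573/Em 610); AC50 from Hill fits.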
# GAA inh – alpha-glucosidase (human) inhibition. P10253. purified human GAA, 4-MU-alpha-glucoside fluorescence. actives 0.005% (n = 200,000). Potency, µM (top dose mostly 76.9 µM), inactives show at the highest dose activity change, negative = inhibition, hits mostly inhibitors;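 further: potency means the concentration at half of the fitted maximal effect; plate controls were uninhibited enzyme wells for no effect and no-enzyme background for full effect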
#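 Enzyme (4 nM final) mixed with compound (up to 77 uM), then 4-MU-alpha-D-pyranoside (400 uM final) added; 20 min at room temperature, pH 5.0. Reaction stopped at pH 10, fluorescence read, AC50 derived by Hill fit.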
# HTT ATP protect – protects HTT-Q103 PC12 cells, measured by ATP. PC12 HTT-Q103 induced, cytoprotection, ATP luminescence, 40 h. actives 0.14% (n = 230,000). AID 1471. Potency, µM (highest dose often 56.4 µM), for the others: cytoprotection (ATP increase), hits mostly activators;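 further: potency means the concentration at half of the fitted maximal effect; % of control where 0% means no effect; nearly all actives have a fitted effect of over 45% in size; toxic huntingtin expression switched on by the ecdysone agonist tebufenozide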
#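 Rat PC12, Q103 Htt exon1-GFP fusion, ecdysone promoter; tebufenozide inducer 100 nM final; compound titration; qHTS, 1500 cells/well; ATPlite luminescent read.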
# aGlu spleen mod – inhibitors or activators of human alpha-glucosidase in spleen homogenate; AID 2112; actives 0.006% (n = 240,000); Potency, µM (doses to about 79.9 µM), for inactives: at the top dose activity change, negative = inhibition, hits mostly inhibitors; P10253; human spleen homogenate, 4-MU-alpha-glucoside fluorescence;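 further: potency means the concentration at half of the fitted maximal effect; 0% = enzyme with vehicle and -100% = no enzyme basal signal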
#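 Human spleen homogenate (1 ug) incubated with compounds and 1 mM 4-methylumbelliferyl-alpha-D-glucopyranoside in pH 5.0 citrate/phosphate buffer, 37 C, 40 min. Stopped at pH 10; 4-MU fluorescence (Ex 365/Em 440 nm); AC50 by Hill fit.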
# CBFb-RUNX1 inh – blocks binding between human CBF-beta and RUNX1. 230,000 tested, under 10 active. Q01196+Q13951. Potency, µM (titrated, usually from 59.8 µM), without a hit: at the highest dose activity, negative = inhibition, usual class: inhibitors. AlphaScreen CBFb-His/RUNX1-biotin binding, biochemical. AID 1477; further: % of control where 0% means no effect
# Target sequence (Q01196 whole entry, looked up): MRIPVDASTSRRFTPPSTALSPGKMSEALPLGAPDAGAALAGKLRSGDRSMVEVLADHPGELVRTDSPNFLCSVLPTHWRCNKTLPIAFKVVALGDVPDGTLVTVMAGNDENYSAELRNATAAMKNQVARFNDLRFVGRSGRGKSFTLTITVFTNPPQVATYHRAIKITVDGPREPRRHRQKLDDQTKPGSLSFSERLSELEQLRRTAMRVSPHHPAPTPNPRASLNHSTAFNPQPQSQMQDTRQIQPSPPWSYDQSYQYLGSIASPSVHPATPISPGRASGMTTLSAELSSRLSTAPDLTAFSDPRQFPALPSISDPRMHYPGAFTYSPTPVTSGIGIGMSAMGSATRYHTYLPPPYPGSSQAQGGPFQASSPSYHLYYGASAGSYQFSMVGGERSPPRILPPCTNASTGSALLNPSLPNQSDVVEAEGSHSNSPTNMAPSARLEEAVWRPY
# Target sequence (Q13951 whole entry, looked up): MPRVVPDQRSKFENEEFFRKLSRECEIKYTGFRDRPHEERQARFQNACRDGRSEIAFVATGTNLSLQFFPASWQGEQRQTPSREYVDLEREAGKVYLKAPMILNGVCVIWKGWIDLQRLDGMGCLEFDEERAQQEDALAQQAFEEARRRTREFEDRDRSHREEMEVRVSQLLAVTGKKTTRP
#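 Compounds were screened at multiple concentrations against a preformed CBF-beta(His)/RUNX1(biotin) complex (30 nM of each) for 15 min at room temperature, followed by 90 min with nickel and streptavidin beads and AlphaScreen reading.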
# HttQ103 aggreg – inhibitors of mutant huntingtin aggregate formation in PC12 cells; PC12 HttQ103-GFP aggregates, Acumen cytometry, 40 h; Potency, µM (doses to about 46.1 µM), for inactives: at the highest dose activity change, negative = inhibition, actives largely listed as inhibitors; actives 1.1% (n = 220,000); AID 1688; further: potency means the concentration at half of the fitted maximal effect; on the % scale 0 is the no-effect control and ±100 the full control effect; nearly all actives have a fitted effect of over 60% in size
#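 Inducible Q103 Huntingtin exon 1–GFP PC12 line, 1500 cells/well in phenol red free DMEM with 5% equine and 5% calf serum. Tebufenozide 100 nM induced expression; compounds titrated; aggregates quantified by cytometry.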
# LMNA splice mod – changes lamin A minigene splicing in HeLa cells; actives 0.01% (n = 200,000); HeLa LMNA splicing GFP/RFP minigene ratio, 48 h; Potency, µM (highest dose often 46.1 µM), inactives show top-dose ratio change, negative = inhibition, usual class: inhibitors; active means well fitted inhibition curve with a large enough effect in the signal ratio, with a control signal flat, not every such curve was filed as active; inconclusive means small, poorly fitted or top-dose-only effect, or effect the other way, or a change in a side signal; the % refers to the signal ratio; further: potency means the concentration at half of the fitted maximal effect; on the % scale 0 is the no-effect control and ±100 the full control effect
#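 S3 HeLa stable clones carrying a lamin A-EGFP splicing minigene plus DsRed2 were seeded at 600 cells/well in Opti-MEM with 2% FBS, pin-dosed and incubated 48 h at 37°C. Acumen cytometry (488 nm) gave the GFP/RFP total-intensity ratio.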
# Active calls of the source: *; ? = inconclusive; . = not tested or not shown; [ ] = dose if it differs, or a comment. Unless noted, the call rests on the fitted dose curve; in most records, active means well fitted curve in the direction sought with a large enough effect; inconclusive means small, poorly fitted or top-dose-only effect, or another doubt; inactive means no such curve, though single readings can be large; an effect the other way counts as inactive or inconclusive.
Molecule | GAA glycogen | GAA inh | HTT ATP protect | aGlu spleen mod | CBFb-RUNX1 inh | HttQ103 aggreg | LMNA splice mod
Cc1ccc(C)c(NC(=S)NCc2cccs2)c1 | -13.7% | -10.6% | -3.5%[10 µM] | -3.1% | -9.5% | 4.9% | 6.1%
CCOc1ccc(OCc2ccc(C(=O)OCc3ccccn3)o2)cc1 | -9.2% | -14.7% | -12.3% | -8.2% | -1.8% | -4.8% | 3.3%
COc1cccc(-c2ccc(SCC(=O)N3CCN(c4ccccc4)CC3)nn2)c1 | -8.0% | -0.1% | -70.7%[inhibitor] | -4.7% | -6.8% | ? | .
Cc1ccc(S(=O)(=O)N(CC(=O)Nc2cccc([N+](=O)[O-])c2)C2CCCCC2)cc1 | -3.8% | ? | -22.6% | -9.5% | -8.4% | -30.7% | 2.2%[0.0737 µM]
Cc1cc(=O)n2nc(N3CCC(C(=O)NC4CCCc5ccccc54)CC3)sc2n1 (stereo not drawn) | -7.8% | -2.0% | -19.7% | -8.7% | -9.2% | 18.7% | 1.6%
NS(=O)(=O)c1ccc(NC(=O)COC(=O)CCNC(=O)NC23CC4CC(CC(C4)C2)C3)cc1 | 6.9% | -10.1% | -0.8% | 5.7% | 4.3% | 10.5% | 0.2%
COc1cc(/C=N/n2cnc3scc(-c4cccs4)c3c2=O)cc(OC)c1OC | -2.2% | 4.3% | -26.5%[10 µM] | -2.5% | 1.8% | -23.2% | ?
CC(=O)NC1=NN(C(C)=O)C(C)(c2ccc3ccccc3c2)S1 (stereo not drawn) | 0.3% | 6.1% | -0.9%[10 µM] | -6.6% | -5.1% | 15.8% | -20.8%

# New compounds follow.
Molecule | GAA glycogen | GAA inh | HTT ATP protect | aGlu spleen mod | CBFb-RUNX1 inh | HttQ103 aggreg | LMNA splice mod
CC(=O)N1CCN=C1SCc1cccc(C(F)(F)F)c1 | -12.7% | -5.8% | 2.7% | 4.2% | 0.2% | -10.1% | -10.8%
Cc1cc(C)n(-c2ccc(F)cc2CN2CCN(Cc3ccccc3)C(CCO)C2)n1 (stereo not drawn) | 11.6% | -1.2% | 15.3%[10 µM] | -2.8% | 7.5% | 9.9%[9.22 µM] | 1.4%[46 µM]
CC1(C)OC(=CC=Nc2ccc(Cl)cc2)OC1(C)C | 10.6% | . | -12.7%[10 µM] | 11.2% | 0.2% | -8.0%[9.22 µM] | .
CC(=O)C1=C(O)C(=O)N(CCN2CCOCC2)C1c1ccccc1 (stereo not drawn) | 9.9% | -7.5% | 23.0%[10 µM] | -4.0% | -0.9% | -0.7% | 7.7%
COc1ccc(-c2cc(C(F)F)n3ncc(C(=O)Nc4cc(C)on4)c3n2)cc1 | -1.4% | 8.9% | ? | -3.1% | -10.0% | ? | .
CC(C)NC(=O)c1c(O)c2ccccc2[nH]c1=O | 1.1% | -3.6% | -6.1% | -2.4% | 0.5% | -11.5% | 2.1%
O=C1Oc2ccccc2C(=O)/C1=C/N1CCN(c2ccccc2F)CC1 | 1.8% | 12.4% | -13.7% | -5.0% | 4.2% | 18.9% | -23.4%[46 µM]
COCCSc1ccccc1C(=O)Nc1nccs1 | 2.9% | -4.2% | 5.0% | -3.0% | -1.4% | -16.0% | -5.2%

# (cont.)
Molecule | GAA glycogen | GAA inh | HTT ATP protect | aGlu spleen mod | CBFb-RUNX1 inh | HttQ103 aggreg | LMNA splice mod
CC(=O)Cn1nnc2sc(-c3ccccc3)cc2c1=O | 5.5% | ? | -46.0%[inhibitor] | 5.5% | -2.3% | -1.2% | 8.5%[46 µM]
COc1ccc(/C=N/Nc2nc3ccccc3c(=O)n2-c2ccccc2)cc1OC | -29.9% | -7.7% | -21.0%[10 µM] | -3.8% | -3.6% | 21.7% | -11.6%
CC1(C)C(C#N)=C(N)Oc2c1c(=O)oc1ccccc21 | 4.5% | . | 5.0%[10 µM] | 2.6% | 3.6% | -15.7%[9.22 µM] | .
CN1C(=O)CC(N2CCC(C(N)=O)CC2)C1=O (stereo not drawn) | 3.6% | 2.7% | 2.6%[1.9 µM] | -1.7% | 4.9% | 11.0% | 0.1%
O=C(N/N=C/c1cn(-c2ccccc2)nc1-c1cc2ccccc2o1)c1c[nH]c2ccccc12 | 1.5% | 9.3% | -47.7%[inhibitor][10 µM] | -3.0% | 3.8% | 5.0% | .
Cc1ccc(NC(=O)c2ccc(C(C)(C)C)cc2)cc1[N+](=O)[O-] | 0.7% | -0.1% | . | -3.5% | -10.7% | -7.9% | ?
COc1ccc(Cc2nnc(SCC(=O)N3CCCC(C)C3)o2)cc1 (stereo not drawn) | 1.0% | -9.6% | . | 2.5% | 0.1% | . | .
Cc1cc(C)n2nc(Nc3ccccc3)cc2n1 | -4.2% | -7.8% | -21.1%[10 µM] | -6.3% | 1.3% | -6.4% | -3.1%

# Later entries.
Molecule | GAA glycogen | GAA inh | HTT ATP protect | aGlu spleen mod | CBFb-RUNX1 inh | HttQ103 aggreg | LMNA splice mod
O=[N+]([O-])c1ccc(C=Nc2ccc(Cl)c([N+](=O)[O-])c2)s1 | 15.8% | 1.7% | -35.3%[inhibitor][1.9 µM] | 1.5% | -14.6% | 41.7%[9.22 µM] | ?
COc1cc(NS(=O)(=O)c2ccc(NC(C)=O)cc2)cc(OC)c1 | -1.0% | -2.2% | 2.8% | -16.6% | -2.5% | -29.4% | ?
CCCCNC(=O)CCn1c(=O)c2ccccc2n(Cc2cc(C)ccc2C)c1=O | 6.8%[76.3 µM] | 9.9% | -31.6%[10 µM] | -3.3% | 10.2% | 14.8% | -11.5%
COc1ccc(N2CCN(C(=O)C3CCN(S(=O)(=O)N4CCOCC4)CC3)CC2)cc1 | ? | -1.0% | -0.8% | -2.8% | -0.8% | ? | -2.1%
CCOc1ccc(S(=O)(=O)NN2Cc3ccccc3C2=N)cc1 | 1.9% | 4.9% | -13.7% | 1.7% | 0.9% | 9.3% | ?
Cc1ccc(NC(=O)c2ccc3c(c2)OCCO3)cc1 | 4.0% | 2.1% | -108.3%[inhibitor] | -6.2% | -8.0% | -12.3% | 9.5%
CCOC(=O)C(C)n1cnc2c(nnn2-c2ccc(C)cc2)c1=O (stereo not drawn) | 18.3% | -1.8% | -33.4% | -18.8% | -1.9% | 0.9% | -1.0%
CN(Cc1ccccc1)C(=O)c1nc2ccccn2c1CN1CCCC1c1nccs1 (stereo not drawn) | 2.7% | -5.9% | -4.0%[10 µM] | -0.4% | -1.9% | 2.2%[9.22 µM] | ?

# (next part)
Molecule | GAA glycogen | GAA inh | HTT ATP protect | aGlu spleen mod | CBFb-RUNX1 inh | HttQ103 aggreg | LMNA splice mod
N#CC(c1ccccc1)c1cccc(Cl)n1 (stereo not drawn) | -17.6% | 3.3% | ? | -11.6% | 3.7% | -1.0% | 16.8%[46 µM]
O=C(NCCN1CCOCC1)c1cccc(S(=O)(=O)N2CCCCCC2)c1 | -7.7% | -5.0% | -17.1% | -9.5% | 9.2% | -9.5% | 7.4%
O=C(c1ccc2c(c1)OCO2)C1CCCN(Cc2cccn2-c2cccnc2)C1 (stereo not drawn) | 5.5% | ? | 18.5%[10 µM] | 1.7% | 2.2% | 26.7%[9.22 µM] | 1.4%[46 µM]
CCOCCCN(Cc1cc2cc(C)cc(C)c2[nH]c1=O)C(=O)N(CC)CC | 1.5% | -0.8% | -26.8%[10 µM] | 1.5% | 6.1% | -25.3% | -6.8%
CCNc1ccc(C(=O)OCC(=O)c2cc(C)n(Cc3ccc4c(c3)OCO4)c2C)cc1[N+](=O)[O-] | 1.6% | 0.1% | -3.9%[10 µM] | 4.0% | -13.4% | 17.6% | -8.5%
CC(CNc1ccccc1O)C(=O)O (stereo not drawn) | ? | 13.7% | . | -6.8% | ? | -2.2% | -3.3%
C=CCN1C(=O)C2C(C(=O)NC3CCCCC3)C3C=CC2(O3)C1C(=O)NC1CCCC1 (stereo not drawn) | 6.9% | 0.2% | -6.9%[10 µM] | -3.7% | 2.6% | 13.7% | ?
CC(=O)N=c1cccc(NC(C)=O)n1O | 4.1% | 1.1% | -5.0%[10 µM] | 3.2% | 6.9% | 2.4% | -7.5%

# (list continues)
Molecule | GAA glycogen | GAA inh | HTT ATP protect | aGlu spleen mod | CBFb-RUNX1 inh | HttQ103 aggreg | LMNA splice mod
Cc1ccc(CNC(=O)C2CC(c3cccc(F)c3)=NO2)cc1 (stereo not drawn) | -0.7% | . | 0.8%[10 µM] | 1.6% | 16.3% | 14.4%[9.22 µM] | .
CC1CCC/C(=C\Nc2ccc(C(=O)O)cc2)C1=O (stereo not drawn) | 7.8% | ? | 5.7% | -2.2% | 5.0% | 26.6% | .
O=C(CN(Cc1ccco1)C(=O)Cn1nnc(-c2cccs2)n1)NCc1ccccc1 | 7.1% | -4.0% | -11.4%[10 µM] | 1.4% | -5.3% | 9.7% | -0.6%
COc1cc2c(cc1NC(=O)C(C)Sc1nc3ccccc3n1C)oc1ccccc12 (stereo not drawn) | 1.3% | 2.3% | -0.7%[10 µM] | -1.3% | -2.7% | -9.0% | -11.5%
COC(=O)Cc1[nH]nc2c1C(c1cc(OC)c(OC)c(OC)c1)C(C#N)=C(N)O2 (stereo not drawn) | -9.7% | . | -13.9%[10 µM] | 0.5% | 2.4% | -10.2%[9.22 µM] | .
COc1cccc(CN2C(=O)CCC2(C)C(=O)NC2CCCC2)c1 (stereo not drawn) | -15.8% | -1.1% | 10.5% | -6.8% | -1.6% | -4.6% | 3.1%
C/C(=N\NC(=O)COc1c(C)cccc1C)c1cccs1 | -8.2% | 8.7% | 6.0%[10 µM] | 1.0% | 1.6% | -4.8%[9.22 µM] | 0.5%[46 µM]
COC(=O)CCCC1=CC2=CC(=O)C(C)(O)C(=O)C2=CO1 (stereo not drawn) | . | . | 1.9% | 7.4% | 0.7% | . | .
c1cc(OCC2CO2)cc(OCC2CO2)c1 (stereo not drawn) | . | . | -194.2%[inhibitor] | 0.3% | 18.0%[21.7 µM] | . | .
CCN(CC)S(=O)(=O)c1ccc(O)c(NC(=O)CN2CCc3ccccc3C2)c1 | 0.5% | 6.2% | -14.0% | -1.1% | 4.2% | 1.8% | ?
Cn1c(=O)c(-c2ccc(Cl)cc2)nc2cnc(Oc3cccc(Cl)c3)nc21 | . | . | 14.6% | -4.0% | . | . | ?
